MLL CXXC-DNA inh – qHTS Fluorescence Polarization Assay for Inhibitors of MLL CXXC domain - DNA interaction. Histone-lysine N-methyltransferase 2A (Homo sapiens), Q03164. MLL-CXXC / FITC-HOXA9 DNA fluorescence polarization. Potency, µM (top dose mostly 115 µM), for the others: at the highest dose activity change, negative = inhibition, most hits filed as inhibitors. 290,000 compounds, 0.037% hits; active = well fitted inhibition curve with a large enough effect in the polarisation, with a control signal flat, not every such curve was filed as active; inconclusive = small, poorly fitted or top-dose-only effect, or effect the other way, or a change in a side signal; inactive = no such curve, though single readings can be large or run the other way; the % refers to the polarisation; also: potency is read from the fitted curve at half-maximal effect
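Fluorescence polarization: 7 uM MLL-CXXC (stock) preincubated 5 min with compounds, then 50 nM fluorescein-HOX-A9 DNA (stock) added; 30 min ambient. Buffer 50 mM Tris-HCl pH 7.5, 50 mM NaCl, 1 mM DTT, 0.05% BSA.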
GALK inh – qHTS Assay for Inhibitors of Human Galactokinase (GALK) | P51570 | Purified GALK, Kinase-Glo residual ATP luminescence | 270,000 compounds, 0.007% hits | Potency, µM (top dose mostly 57.5 µM), without a hit: top-dose activity change, negative = inhibition, actives largely listed as inhibitors; also: potency is read from the fitted curve at half-maximal effect; % is scaled to controls: 0 for no effect and ±100 for the full control effect
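Luminescence from leftover ATP (Ultra-Glo luciferase/luciferin) served as read-out after a 1 h room-temperature reaction of 5 nM GALK with 35 uM ATP and 100 uM galactose.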
FBPA coupling cs – qHTS Assay for Inhibitors of Fructose-1,6-bisphosphate Aldolase from Giardia Lamblia: Coupling assay counterscreen. coupling enzyme system counterscreen, AmpLite Red fluorescence. activity change, negative = inhibition, % at 58.2 µM, hits read low. 290,000 compounds, 0.67% hits. AID 2472, 2010; in the data active = activity change below about -30%; also: % is scaled to controls: 0 for no effect and ±100 for the full control effect
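Activity here indicates interference with the coupling reaction, not aldolase inhibition. Compounds at 57.5 uM final met coupling enzymes for 10 min at RT; substrate and AmpLite Red detection followed, with a 525/598 nm fluorescence read after 20 min.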
USP2a inh – qHTS Assay for Inhibitors of Ubiquitin-specific Protease USP2a Using CHOP2 as the Reporter; AID 463254, 2010; 330,000 compounds, 0.01% hits; Potency, µM (titrated, usually from 38.3 µM), without a hit: at the highest dose activity change, negative = inhibition, hits mostly inhibitors; USP2 core, Ub-CHOP2 coupled fluorogenic reporter, 485/531;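 also: potency is read from the fitted curve at half-maximal effect; plate controls were DMSO wells for no effect and full inhibition by NEM control for full effect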
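USP2 core (10nM final) preincubated 30min RT with compound in 20mM Tris-HCl pH 8.0, 2mM CaCl2, 2mM beta-mercaptoethanol, 0.05% CHAPS; 25nM Ub-CHOP2 plus 25nM reporter substrate added, fluorescence (Ex485/Em531) read after 60min.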
KCNH2 3.1 block – qHTS for Inhibitors of KCHN2 3.1: Mutant qHTS; Potassium voltage-gated channel subfamily H member 2, brain isoform KCNH2 3.1 (human); U2OS KCNH2 3.1, thallium flux FluxOr; active compounds read low; activity change, % (tested at about 1.8 µM); 340,000 compounds, 0.95% hits; AID 720553, 2013;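 active = maximum activity change below -70%; inconclusive = maximum activity change from -70% to -50%; inactive = maximum activity change above -50%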;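 also: thallium influx rate constant from kinetic fluorescence after stimulation buffer; % is scaled to controls: 0 for no effect and ±100 for the full control effect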
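Kinetic fluorescence (2 min after stimulation buffer) measures Tl+ influx through KCNH2 3.1 expressed by viral transduction in U2OS cells; the rate constant is normalized against DMSO controls serving as positive and negative references.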
hERG WT inh – qHTS for Inhibitors of KCHN2 3.1: Wildtype qHTS; activity change, % at 1.84 µM; AID 720551, 2013; U2OS, BacMam KCNH2, thallium flux FluxOr; active compounds read low; Voltage-gated inwardly rectifying potassium channel KCNH2 (Homo sapiens), Q12809; 340,000 compounds, 0.37% hits;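 active = maximum activity change below -70%; inconclusive = maximum activity change between -70% and -50%; inactive = maximum activity change above -50%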; also: % is scaled to controls: 0 for no effect and ±100 for the full control effect
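U2OS cells transduced with wild-type KCNH2 virus are loaded with FluxOr dye for 45 min, and thallium flux is measured in kinetic reads before and after stimulation buffer. Rate constants are normalized to DMSO controls.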
TRPV1 agonist – HTS Assay for Compounds that Act as Agonists of the Vanilloid Receptor 1. 320,000 compounds, 0.19% hits. Transient receptor potential cation channel subfamily V member 1 (Homo sapiens), Q8NER1. AID 540275, 2011. TRPV1-expressing cells, Fluo-8 calcium influx, agonist mode. activation, % at 8.33 µM; in the data active = activation above about 80%; inconclusive = between about 30% and that limit; also: 0% is about no effect
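TRPV1-expressing cells were cultured overnight at 35.5C and loaded with Fluo-8 calcium dye for 40 to 90 min at room temperature. After a 10 s baseline, compound was added and calcium influx was read kinetically for 3 min (ex 480/em 520 nm).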
Menin MLL FP TR – qHTS Assay for Inhibitors Targeting the Menin-MLL Interaction in MLL Related Leukemias: Competition With Texas Red Labeled MLL-derived Mutant Peptide; O00255; Menin + Texas Red MLL mutant peptide, fluorescence polarization; Potency, µM (top dose mostly 61.6 µM), inactives show top-dose FP activity change, negative = inhibition, most hits filed as inhibitors; 270,000 compounds, 0.23% hits; AID 1768, 2009; active = well fitted inhibition curve with a large enough effect in the polarisation, with a control signal flat, not every such curve was filed as active; inconclusive = small, poorly fitted or top-dose-only effect, or effect the other way, or a change in a side signal; inactive = no such curve, though single readings can be large or run the other way; the % refers to the polarisation; also: potency is read from the fitted curve at half-maximal effect; % of control where 0% means no effect; many of its hits are not listed in these tables
PKM2 activator – qHTS Assay for Activators of Human Muscle isoform 2 Pyruvate Kinase; Potency, µM (top dose mostly 57.5 µM), inactives show top-dose activation, usual class: activators; purified PKM2, Kinase-Glo ATP luminescence, activation; response scale: 0% is enzyme alone, no compound; Pyruvate kinase PKM (Homo sapiens), P14618; 260,000 compounds, 0.34% hits; also: potency is read from the fitted curve at half-maximal effect; % is scaled to controls: 0 for no effect and ±100 for the full control effect; nearly all actives have a fitted effect of over 55% in size
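Kinase-Glo luminescence reports ATP generated from ADP (0.1 mM) and PEP (0.5 mM) by purified hPK-M2 after 1 h at room temperature, pH 7.2 imidazole buffer; intermediate enzyme activity allows detecting inhibitors and activators.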
Giardia killer – Small Molecules that selectively kill Giardia lamblia: qHTS; Giardia lamblia trophozoite viability; 340,000 compounds, 0.15% hits; activity change, % at 7.66 µM, hits read low; in the data active = activity change below about -80%; inconclusive = between about -30% and that limit;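 also: parasites exposed to compound for two days anaerobically before the ATP read; % is scaled to controls: 0 for no effect and ±100 for the full control effect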
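Media and compound were dispensed first, then trophozoites at 100 cells/well; plates sat 48 hrs at 37 deg C without oxygen before ATP luminescence reagent was added and read after 15-30 min at room temperature.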
B2AR arrestin – qHTS assay of beta-arrestin-biased ligands of beta2-adrenergic receptor | Beta-2 adrenergic receptor (Homo sapiens), P07550 | beta-arrestin recruitment to beta2AR, cell-based reporter | Potency, µM (doses to about 46.1 µM), for the others: at the top dose activation, hits mostly activators | 330,000 compounds, 0.02% hits | AID 492947, 2010;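 also: potency is read from the fitted curve at half-maximal effect; 0% = DMSO controls and full agonism = EC100 isoproterenol or metaproterenol; nearly all actives have a fitted effect of over 65% in size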
* marks the source's active call; other numbers are inactive results; ? = inconclusive; nt = no result given; & = joins results of further samples; [ ] = another dose, or the depositor's remark. Unless noted, calls follow the shape of the dose curve; as a rule, active = well fitted curve in the direction sought with a large enough effect; inconclusive = small, poorly fitted or top-dose-only effect, or another doubt; inactive = no such curve, though single readings can be large; an effect the other way counts as inactive or inconclusive.

SMILES	MLL CXXC-DNA inh	GALK inh	FBPA coupling cs	USP2a inh	KCNH2 3.1 block	hERG WT inh	TRPV1 agonist	Menin MLL FP TR	PKM2 activator	Giardia killer	B2AR arrestin
O=c1cc(O)c(-c2cccc(C(F)(F)F)c2)c(Cl)[nH]1	-1%	-1%	4	-1%	-6	-14	-6	-10%	-9%	-4	0.3%
O=C(COC(=O)c1ccc(Br)o1)Nc1ncc([N+](=O)[O-])s1	nt	nt	nt	-1%	3	-11	3	nt	nt	?	-0.2%
CCOc1ccc(N2C(=O)C(CC(=O)Nc3ccc(F)cc3)N(Cc3ccccn3)C2=S)cc1 (stereo unspecified)	-2%	-2%	1	-8%	5	-7	10	?	-4%	6	2.6%
CCOc1ccc(C(=O)NC(=S)NCc2cccnc2)cc1	6%	4%	0	1%	-3	-6	-1	-4%	-2%	2	-3.9%
Cc1ccccc1NCc1nc2ccccc2n1C	-1%	1%	3	1%	18	8	4	-2%	-30%	-8	-0.4%
O=C(Cc1ccc(S(=O)(=O)N2CCCC2)s1)Nc1cccc([N+](=O)[O-])c1	nt	nt	nt	1%	-18	14	nt	nt	nt	-14	0.3%
CCN(CC)C(=O)[C@H]1C[C@H](CC(=O)NCCCN(C)C)C(=O)N2CCc3c([nH]c4cc(CCC(=O)N(C)C)ccc34)[C@]12C	nt	nt	nt	6%	24	-5	nt	nt	nt	8	-0.2%
CC(C)CN(C(=O)COC(=O)CCN1C(=O)c2ccccc2C1=O)C1CCS(=O)(=O)C1 (stereo unspecified)	5%	7%	2	6%	1	0	4	0%	7%	4	0.0%
O=C(NC(=S)Nc1ccccc1C(F)(F)F)c1ccccc1F	-1%	0%	-3	2%	4	0	2	-13%	2%	-7	0.0%
CSc1ccc(S(=O)(=O)NCC(=O)OCCOc2ccccc2)cc1[N+](=O)[O-]	nt	nt	nt	-1%	-31	3	7	nt	nt	9	0.0%
Cc1ccc(Cl)cc1N1CCN(C(=O)c2noc(C(C)C)c2[N+](=O)[O-])CC1	2%	0%	-1	-7%	6	-1	24	-12%	nt	-5	-0.4%
CCN(CC(=O)Nc1ccc(NC(C)=O)cc1)C(=O)c1cc2c(s1)CCCC2	nt	nt	nt	-1%	5	3	1	nt	nt	-3	0.0%
COc1cccc2c1O/C(=N\O)C(C(=O)Nc1cccc(Br)c1)C2 (stereo unspecified)	-4%	-7%	-5	6%	9	2	23	29%	nt	6	-0.3%
O=S(=O)(c1ccc(Cl)cc1)N1CCN=C1SCc1ccc(Cl)c(Cl)c1	2%	-3%	0	3%	nt	-19	-1	2%	0%	-16	0.2%
Cc1cc(NS(=O)(=O)c2ccc(NC(=O)/C=C/c3ccccc3)cc2)no1	18%	-6%	4	3%	-12	-6	-1	31%[activator]	1%	30[activator]	-1.1%
Cc1ccc(NC(=O)CCCN2C(=O)/C(=C/C=C/c3ccccc3)SC2=S)cc1	3%	0%	0	5%	3	0	-2	6%	-2%	-8	-0.6%
Cc1nc2sc(C(c3ccccc3)N3CCN(c4ccccc4F)CC3)c(O)n2n1 (stereo unspecified)	-1%	0%	2	1%	-18	2	2	-30%	1%	-1	4.6%
COc1ccc(CC(=O)Nc2ccc(OC(C)=O)cc2C(=O)O)cc1	-1%	0%	6	10%	5	nt	-5	1%	2%	-1	0.0%
CCOC(=O)C1CCN(S(=O)(=O)c2ccc3c(c2)N(C)C(=O)CC(=O)N3C)CC1	11%	0%	nt	-1%	-4	-23	2	nt	nt	-2	0.1%
CCC(CC)C(=O)Nc1nnc(S(=O)(=O)Nc2ccc(OC)cc2)s1	5%	-2%	7	5%	34	6	-1	27%	nt	-4	0.3%
Cc1cc(=O)oc2c(C)c(OCC(=O)NCCCN3CCCC3=O)ccc12	8%	-3%	nt	5%	-4	0	2	nt	nt	-1	0.0%
CCC1CCCCN1Cc1ccc(CNS(=O)(=O)c2ccc3c(c2)oc(=O)n3C)o1 (stereo unspecified)	6%	-2%	-2	1%	-22	-4	0	-10%	17%	7	0.1%
COc1ccc(CCN(C)Cc2nc(-c3cnccn3)no2)cc1OC	18%	2%	5	2%	7	-2	-1	nt	4%	-20	-0.3%
CC(CC(=O)c1cccs1)CC(=O)c1cccs1	-4%	-2%	-2	2%	-16	-13	27	-27%	1%	-20	9.7%
Cc1nc(NCCc2ccc(O)cc2)c2nnn(Cc3ccccc3)c2n1	9%	-3%	0	0%	5	-3	?	14%	16%	-13	-0.8%
Nc1nnc(SCc2ccccc2F)n1-c1ccccc1	3%	-1%	3	1%	-3	3	1	3%	-2%	-9	-0.3%
CCc1nn(CC(=O)N2CCC(C)CC2)c(=O)c2cccn12	-2%	1%	1	4%	-6	-8	-1	1%	0%[0.46 µM]	0	0.3%
Cc1cc(F)ccc1NC(=O)C1CSC2(C)CCC(=O)N12 (stereo unspecified)	nt	nt	nt	0%	-25	-3	-4	nt	nt	-2	0.0%
Oc1[nH]c2ccccc2c1N=NC(=S)NCCc1ccccc1	5%	nt	-2	-1%	3	-3	?	?	2%	-29	-4.0%
Cc1nc(N)c(Br)c(C)c1Br	-2%	-1%	1	2%	7	-6	-1	-18%	-7%	32[activator]	-0.4%
COC(=O)c1[nH]c2ccccc2c1NC(=O)CN1CCCc2ccccc21	-10%	1%	-17	?	-9	-1	-3	20%	28µM*	3	0.2%
O=C(CC1C[C@H](C(=O)N2CCOCC2)[C@@]2(CCC3CCCC3)c3[nH]c4ccccc4c3CCN2C1=O)NCCc1ccccn1 (stereo partly specified)	nt	nt	nt	0%	-3	3	nt	nt	nt	44[activator]	-0.5%
O=C1COc2cc(S(=O)(=O)CCC(=O)N3CCCCC3)c(Cl)cc2N1	nt	nt	0	2%	-23	-7	3	-11%	?	-13	-0.5%
O=C(NCC1CC1)[C@]1(C(F)(F)F)C[C@H](CCC2CCCCC2)CCCO1	nt	nt	-1	nt	-16	-6	nt	-5%	nt	14&-12	nt
COc1ccc(N2CCN(C(=O)CCSCc3ccccc3F)CC2)cc1	8%	-3%	3	1%	6	-8	9	-14%	-1%	1	0.3%
CN(C)C(CNC(=O)CSc1nc2sc3c(c2c(=O)n1C)CCCC3)c1ccccc1 (stereo unspecified)	nt	nt	nt	-4%	17	18	10	nt	nt	6	-0.2%
Cc1nn2c(NCCOCCO)c3c(nc2c1-c1ccccc1)CCCC3	2%	-3%	-1	2%	7	29	19	0%	0%	-6	-0.1%
O=C(Nc1ccccc1F)c1cc2nc(C(F)F)cc(C(F)F)n2n1	-9%	-1%	-1	2%	-6	-10	24	1%	-6%	7	-0.2%
CCCn1c(N2CCN(C)CC2)nc2c1c(=O)[nH]c(=O)n2C	5%	-2%	3	0%	11	5	1	-2%	-4%	1	-0.7%
N#Cc1c(NC(=S)NC(=O)C2CCCC2)sc2c1CCCCC2	-9%	1%	-1	-3%	-26	0	-2	-1%	-17%	-4	-1.2%
CCC(CC)NC(=O)Cc1ccccc1OC	-5%	0%	-1	2%	-7	-12	0	2%	-1%	-6	-0.1%
CCOc1ccccc1N1CCN(CC(O)COc2ccc3c(C)cc(=O)oc3c2)CC1 (stereo unspecified)	3%	0%	2	-2%	-2	-1	1	-30%	0%	-12	-0.1%
COc1ccc(OC)c2[nH]c(=O)c(CCNS(=O)(=O)c3ccc(F)cc3)cc12	2%	0%	-1	0%	-4	-15	-1	-5%	nt	7	-0.3%
C/C(=N\N=C(c1ccccc1)c1ccccc1)c1ccco1	-4%	-1%	1	0%	-4	-16	4	-2%	-1%	-22	0.1%
CC(NC(=O)CN(c1ccccc1F)S(C)(=O)=O)c1ccccc1 (stereo unspecified)	-4%	0%	-3	-1%	6	-5	1	1%	0%[11.5 µM]	1	-0.2%
O=C(CO/N=C1\CCCc2nonc21)Nc1ccc(Br)cc1	11%	-3%	-7	3%	-10	-5	15	16%	-5%	8	0.1%

Source: PubChem (National Center for Advancing Translational Sciences (NCATS))

A portion of the library; the hit share may differ from the screen's.
